FN deposition inh: fibronectin deposition inhibition | inhibition, % at 12.6 µM | AH1F fibroblasts, Alexa488-fibronectin deposition fluorescence, overnight | hit rate 0.086% among 350,000;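 active = mean inhibition across replicates of 30% or more, regardless of how many single replicates reach that level; inconclusive = mean under 30% yet at least half of replicates reach 30%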;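 note: positive control wells lacked labelled fibronectin entirely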
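Test system: AH1F fibroblast monolayer depositing Alexa488-labelled fibronectin into matrix. Input: 10000 cells per well. Technique: fluorescence, ex 485 nm, em 525 nm. Buffer or medium: DMEM plus 2% serum, read in PBS. Timing: 1 h cell adhesion before compound, then overnight fibronectin incubation. Compound: single dose, pinned. Read-out basis: inhibition from reduced deposited-fibronectin fluorescence.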
EWS-Fli block: inhibitors of EWS/Fli oncoprotein transcriptional activity | inhibition, % at 12.6 µM | hit rate 0.67% among 350,000 | A673 NR0B1-luciferase reporter, viability-normalised;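 active = mean inhibition of at least 50% after viability correction, with every replicate also passing that limit; inconclusive = mean reaches 50% but only one of two replicates passes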;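 note: firefly luciferase signal divided by Alamar Blue viability fluorescence both relative to DMSO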
PAX8 inh HTS: lowers PAX8-driven luciferase in RMG-I cells. RMG-I TPO-luciferase reporter, SteadyGlo, 24 h. inhibition, % at 12.6 µM. hit rate 1.2% among 360,000. AID 652154;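 active = mean replicate inhibition at least 60% with every replicate also reaching 60%; inconclusive = only one of the two criteria is met; inactive = mean below 60% and not all replicates reaching 60%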;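 note: luciferase light reporting Pax8 driven TPO promoter activity; plate controls were median of neutral control wells for no effect and mitoxantrone controls for full effect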
DENV2 CPE rescue: protects cells from dengue virus 2 cytopathic effect; DENV2-infected cells, cytopathic effect rescue, plate reader; CPE inhibition, % at 9.99 µM; hit rate 1.7% among 350,000; AID 651640; in the data active = CPE inhibition above about 20%, passing the limit was not always enough; inconclusive = no clear call, values can overlap the other calls; tested in BHK-21 cells;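 note: 0% = median of neutral control wells and 100% = median of positive control wells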
F508del corr: CFTR F508del correction in bronchial cells | CFBE cells, YFP halide quenching; stimulated with forskolin plus potentiator P3; % fluorescence drop versus neutral controls | activity (quench increase), % at 7.58 µM | hit rate 0.36% among 350,000;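 active = mean added fluorescence quench of at least 8% versus neutral control, with both replicates also reaching 8%; inconclusive = only one of the mean or replicate conditions met; inactive = mean below 8% and not both replicates reaching 8%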;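 note: cells transiently co-express mutant CFTR-F508del with the halide-sensitive YFP; corrector assay measuring rescue of mutant channel to the surface after 24 h compound exposure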
miR-122 sensor: blocks miR-122 activity in Huh7 sensor cells; AID 602342; Huh7 miR-122 Renilla luciferase sensor, 48 h; neutral wells = 0, positive control = 100; hit rate 0.3% among 340,000; activation (reporter increase), % at 12.5 µM;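 active = mean replicate activation score at least 90 and every replicate individually at or above 90; inconclusive = only one of the two criteria met; inactive = neither criterion met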;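 note: higher luciferase means less miR-122 activity so hits act as miR-122 inhibitors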
INS-1E GSIS act: primary screen for activators of insulin secretion dependent on glucose, INS-1E cells, GLuc reporter luminescence; INS-1E GLuc reporter insulin secretion, 2-3 h; activation, % at 16.6 µM; hit rate 0.61% among 370,000; AID 743287;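 active = lowest replicate activation of at least 40%, so every replicate reaches that level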;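 note: 0% = median of neutral control wells and 100% = median of IBMX positive control wells; some compounds called inactive have numbers as strong as hits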
The depositor's hits bear a star; ? = inconclusive; nt = no result given; & = joins results of further samples; ! = not active in a repeat; [ ] = another dose, or the depositor's remark.

SMILES	FN deposition inh	EWS-Fli block	PAX8 inh HTS	DENV2 CPE rescue	F508del corr	miR-122 sensor	INS-1E GSIS act
COC(=O)[C@]12C[C@H](CC(=O)NCCCCc3ccccc3)C(=O)N(Cc3ccc4c(c3)OCO4)C1=C[C@H](COCc1ccccc1)O[C@@H]2C	5	-8	18	-4	-0.5	nt	nt
CCC(CC)C(=O)c1c[nH]c(C(=O)NCCCN2CCOCC2)c1	-2	nt	-10	nt	nt	-12	nt
CN1C(C(=O)Nc2ccc(OC(F)(F)F)cc2)=CC(c2ccc3c(c2)OCO3)=NS1(=O)=O	-8	-1	8	-4	-3.4	-5	5
COc1ccc2c3c(n(C)c2c1)[C@@H](CO)NCC31CN(C(=O)c2ccccc2)C1	nt	0	nt	-2	-1.4	nt	6
N#C/C(=C(/O)COC(=O)c1ccc(Cl)c(S(=O)(=O)N2CCOCC2)c1)c1nc2ccccc2[nH]1	1	-33	-10	3	nt	nt	4
Cc1ccc(NC(=O)c2cnccn2)nc1	nt	-60	-175	6	0.4	3	-6
CN(Cc1ccc(C(F)(F)F)cc1)C(=O)C1CC(=O)N(Cc2ccco2)C1 (stereo not drawn)	-6	9	-7	-1	2.8	-5	nt
CCS(=O)(=O)NCC(c1ccco1)N1CCN(c2ccccc2F)CC1 (stereo not drawn)	-6	nt	0	nt	nt	nt	1
CO[C@@H]1CN(C)C(=O)c2cc(NC(=O)C3CCC3)ccc2OC[C@@H](C)NC[C@@H]1C	1	-15	-21	8	-1.6	3[16.7 µM]	6
Cc1cc(NC(=O)c2cccc(S(=O)(=O)N3CCCCC3)c2)no1	1	nt	0	?	0.8	nt	0
O=C(O)c1cc(NC(=O)C2CCCO2)cc(C(=O)O)c1 (stereo not drawn)	5	1	23	8	-1.7	-1	15
O=C(NCc1ccc2c(c1)OCO2)C(=O)Nc1ccccc1	nt	-22	-26	6	0.9	nt	9
CNC(=S)Nc1cccc(C(=O)O)c1	-4	8	26	-1	-0.5	-14	8
COc1cccc(N2CC(O)=C(c3nc4ccccc4s3)C2=N)c1	4	22	-16	2	4.3	?	-11
COc1ccc(NC(=O)c2cnn(-c3ccccc3)c2C)cc1	7	-17	-74	-2	2.1	nt	nt
COc1cc(C)ccc1NC(=O)Cc1csc(NC(=O)Nc2ccccc2OC)n1	5	0	8	4	-4.2	1	-14
CCOC(=O)N1CCC(c2[nH][nH]c(=O)c2C)CC1	-3	nt	-2	nt	nt	1	nt
CC(=O)Nc1ccc(NC(=O)C(Sc2ccccc2)c2ccccc2)cc1 (stereo not drawn)	-3	-2	6	-3	1.3	0	-9
O=C(CN(C(=O)CNS(=O)(=O)c1ccccc1)c1ccc(Cl)cc1)NCC1CCCO1 (stereo not drawn)	-3	3	5	-2	-1.4	0	1
Cc1ccc(NC(NC(=O)c2ccccc2[N+](=O)[O-])C(Cl)(Cl)Cl)cc1 (stereo not drawn)	-4	nt	14	nt	nt	-4	-12
CCOc1cc(N2CCOCC2)c(OCC)cc1NC(=O)CCC1CCCC1	4	nt	6	nt	nt	-8	nt
COc1ccc(-c2coc3c(C(=O)NCc4ccc(OC)c(OC)c4)cccc23)c(C)c1	-9	10	51	0	5.7	4	nt
Cc1ccccc1OCC(=O)Nc1sc2c(c1C#N)CC(C)(C)NC2(C)C	2	6	-5	5	-2.3	3	-9
CCOC(=O)c1c(C)[nH]c(C)c1C(=O)COC(=O)COc1ccc(Cl)c(C)c1	8	0	-20	3	-5.5	-3	-1
Nc1nc(SCC(=O)Nc2ccc(Cl)cc2)[nH]c(=O)c1-c1ccccc1	-1	-7	-7	-1	0.8	-1	42
SMILES	FN deposition inh	EWS-Fli block	PAX8 inh HTS	DENV2 CPE rescue	F508del corr	miR-122 sensor	INS-1E GSIS act
COc1ccc(-c2nnc(SC(C)C(=O)NC3CC3)o2)cc1 (stereo not drawn)	1	-12	-25	-4	-1.1	4	15
N#CCOc1nc(N2CCCCC2)nc(N2CCCCC2)n1	9	8	-3	0	-0.1	-5	-6
Cc1ccc(N2C(=O)CC3(CCCC3)CC2=O)cc1	6	1	-23	10	-0.8	nt	2
O=C(C(Cl)Cl)N1CCN(Cc2ccccc2)CC1	2	10	6	0	nt	nt	nt
N#C/C(=C\c1cccn1S(=O)(=O)c1cccc(C#N)c1)S(=O)(=O)c1ccc(F)cc1	0	4	8	-2	0.4	-3	nt
N#C[C@@H]1[C@H](c2ccc(C#CC3CCCCC3)cc2)[C@H](CO)N1S(=O)(=O)c1ccccc1	-6	14	84*	-18	2.8	nt	-12
COc1ccc(NC(=S)Nc2ccccc2Cl)cn1	8	-5	2	-2	-0.3	-4	0
COc1ccc(NC(=O)NC2(C(=O)N3CCCCCC3)CCCCC2)cc1	1	nt	27	nt	nt	4	nt
O=C(C(=O)N1CCN(c2cccc(Cl)c2)CC1)c1c[nH]c2ccccc12	8	8	7	2	-0.7	13	-44
O=C(NC1CCCC1)c1ccc(CSc2nc3ccncc3n2Cc2ccc(F)cc2)cc1	-4	-1	-6	4	-0.8	-4	nt
CCCNC(=O)N1[C@@H](C#N)[C@@H](c2ccc(-c3cccnc3)cc2)[C@@H]1CO	11	0	-9	?	-2.5	nt	-10
CSc1ccc(C(=O)NCC(c2ccco2)N(C)C)cc1[N+](=O)[O-] (stereo not drawn)	3	-5	5	2	0.1	-3	-12
COc1ccc(CC2(CO)CCN(Cc3ccc4nsnc4c3)CC2)cc1	7	3	13	4	-1.4	nt	-11
CC(C)Cn1c(N)c(C(=O)COC(=O)CCc2nc3ccccc3c(=O)[nH]2)c(=O)n(C)c1=O	4	7	6	-3	-2.6	nt	9
CNC[C@H]1Oc2c(NC(=O)Nc3ccc(OC)cc3)cccc2C(=O)N([C@@H](C)CO)C[C@@H]1C	1	-5	-33	-7	2.2	5[16.7 µM]	12
c1ccc(-c2ccncn2)cc1	6	-2	-11	-6	-1.7	-4	-2
CCN(CC(=O)NCc1ccncc1)S(=O)(=O)c1ccccc1	1	3	25	6	-2.6	nt	-9
O=C(C1CC1)N1CCc2cc(Br)cc(S(=O)(=O)NCCCN3CCCCC3)c21	0	-1	7	0	0.5	0	0
Cc1ccccc1C(=O)OCn1nnc2ccccc2c1=O	-6	-10	12	2	1.5	-6	-22
O=C1NC(SCCCF)=N/C1=C/c1ccc(-n2cncn2)cc1	5	11	-3	-5	2.0	0	10
C[C@@H]1CN([C@@H](C)CO)C(=O)c2cc(NS(=O)(=O)c3ccc(F)cc3)ccc2O[C@@H]1CN(C)S(=O)(=O)c1ccccc1	nt	7	-8	-20	-0.7	18[16.7 µM]	-16
COc1ccccc1C(=O)NC(=O)COC(=O)c1nc(Cl)ccc1Cl	-3	-1	4	1	1.1	nt	18
Cc1cc2[nH]c(=O)c(=O)[nH]c2cc1S(=O)(=O)N1CCN(c2cccc(Cl)c2)CC1	-19	-8	7	10	2.8	4	-1
N#C[C@H]1[C@H](c2ccc(-c3ccccc3F)cc2)[C@H](CO)N1C(=O)Cc1ccccc1	-2	5	3	-13	-0.5	nt	-10
CO[C@@H]1CN(C)C(=O)c2ccc(NC(=O)C3CCC3)cc2OC[C@H](C)N(Cc2cccnc2)C[C@H]1C	1	-1	10	3	0.2	3[16.7 µM]	-13

Whole records as entered above. Order of screens: FN deposition inh | EWS-Fli block | PAX8 inh HTS | DENV2 CPE rescue | F508del corr | miR-122 sensor | INS-1E GSIS act
Results for O=C1NC(SCCCF)=N/C1=C/c1ccc(-n2cncn2)cc1 = 5 | 11 | -3 | -5 | 2.0 | 0 | 10
Results for O=C(C1CC1)N1CCc2cc(Br)cc(S(=O)(=O)NCCCN3CCCCC3)c21 = 0 | -1 | 7 | 0 | 0.5 | 0 | 0
Results for N#C/C(=C\c1cccn1S(=O)(=O)c1cccc(C#N)c1)S(=O)(=O)c1ccc(F)cc1 = 0 | 4 | 8 | -2 | 0.4 | -3 | nt
Results for N#CCOc1nc(N2CCCCC2)nc(N2CCCCC2)n1 = 9 | 8 | -3 | 0 | -0.1 | -5 | -6
Results for O=C(C(=O)N1CCN(c2cccc(Cl)c2)CC1)c1c[nH]c2ccccc12 = 8 | 8 | 7 | 2 | -0.7 | 13 | -44

More compounds.
SMILES	FN deposition inh	EWS-Fli block	PAX8 inh HTS	DENV2 CPE rescue	F508del corr	miR-122 sensor	INS-1E GSIS act
C[C@@H]1CN([C@H](C)CO)C(=O)c2cc(NS(=O)(=O)c3ccc(F)cc3)ccc2O[C@@H](C)CCCCO[C@H]1CN(C)Cc1ccccc1	-1	5	77*	?	-2.0	0[16.7 µM]	-8
COc1ccc(N2C(=O)CCC(C(=O)O)C2c2ccc(F)cc2)cc1 (stereo not drawn)	10	nt	0	nt	nt	-6	nt
Cc1ccc(C)n1-c1cccc(C(=O)Nc2ccccc2)c1	0	0	17	0	-4.2	-1	nt
O=C(NCc1cccs1)c1ccc2sc([C@H]3C[C@H](O)[C@@H](CO)O3)nc2c1	-8	-6	-10	-3	1.7	9	-6
CO[C@H]1CN(C)C(=O)c2ccc(NC(=O)Nc3ccccc3)cc2OC[C@@H](C)N(CC2CC2)C[C@H]1C	0	-1	nt	-7	-1.6	-12[16.7 µM]	9
CC(C)c1cc(N2CCOCC2)n2ncc(-c3ccccc3)c2n1	12	-15	-7	-2	nt	0	-13
O=C(Nc1ccc(S(=O)(=O)Nc2nccs2)cc1)c1ccc(=O)[nH]c1	2	nt	22	nt	nt	nt	6
CCC(CO)Oc1cc(NC(=O)c2cccc(F)c2)c2ncn(C(C)C)c2c1 (stereo not drawn)	1	-6	6	-10	1.6	nt	1
Cc1ccc(NC(=O)C(OC(=O)c2cnc(C)cn2)c2ccccc2)c([N+](=O)[O-])c1 (stereo not drawn)	2	-3	-19	5	-1.1	nt	-21
O=C(Nc1ccc(Cl)cc1)c1ccc2nsnc2c1	-6	-94	-106	4	3.2	-1	20
C[C@@H]1CN([C@H](C)CO)C(=O)c2cccc(NC(=O)c3nc4ccccc4s3)c2O[C@@H]1CN(C)S(=O)(=O)c1cn(C)cn1	-11	-6	nt	-4	1.2	-5[16.7 µM]	-4
CCCNC(=O)c1cc(C2CCCCN2C(=O)c2ccc(C(C)C)cc2)on1 (stereo not drawn)	-6	3	11	-7	-2.1	19	-19
Cc1c(CC(=O)NCCC(=O)O)c(=O)oc2cc3oc4c(c3cc12)CCCC4	2	9	-2	5	-0.7	nt	nt
Cc1cccc(C)c1NC(=O)CSc1nc(-c2ccco2)cc(C(F)(F)F)n1	nt	23	nt	-2	0.4	-7	15
Cc1ccc(C(=O)Oc2cccc(NC(=O)c3ccccc3)c2)cc1C	0	nt	-20	nt	nt	nt	-28
COc1ccc(NC(=O)c2sc3ncn(CC(=O)N4CCCCC4)c(=O)c3c2C)cc1OC	-1	-10	-3	-5	1.1	4	1
C[C@@H]1CN([C@H](C)CO)C(=O)c2cc(N(C)C)ccc2O[C@H]1CN(C)Cc1ccc(-c2ccccc2)cc1	nt	nt	16	10	0.1	nt	18
COc1ccccc1OCc1ccc(C(=O)N(C)c2ccccc2)o1	-1	1	8	?	0.4	3	-9
Cc1ccc(-n2c(=S)[nH]c3sc4c(c3c2=O)CCC4)cc1	-19	7	24	-11	-2.0	nt	-1
O=C(CCc1nc2ccccc2[nH]1)NCc1ccc2c(c1)OCO2	-6	-2	-7	-1	2.4	1	-10
CN(C)S(=O)(=O)c1ccc(C(=O)OCC(=O)c2csc(N3CCCCC3)n2)cc1	-4	-28	-41	3	-2.6	0	nt
COC(=O)C1(Cc2cc(-c3ccc(OC)cc3OC)no2)CCN(C(=O)OC(C)(C)C)CC1	-7	-20	3	-1	1.9	-5	-2
C/C=C/c1ccc(C2[C@@H]3CN(C(=O)Nc4ccc5c(c4)OCO5)C[C@H]2N3)cc1 (stereo partly drawn)	-5&-5	-12&-3	-4&-8	27*!	-1.6&-1.4	nt	-3&-4
